KOR beta-arrestin-1 – KOR agonists, beta-arrestin recruitment, primary screen, cell-based, luminescence, uHTS (AID 1777). activation, % at 10 µM; hits with a dose series show EC50 in µM. KOR beta-arrestin recruitment, luminescence; higher % means a stronger effect. 0.02% of 280,000 active; in the data active = activation above about 50%, passing the limit was not always enough; note: a part of the inactive calls stands beside numbers as strong as those of hits
HEK293 NOD2/NF-kB – NOD2 signaling inhibitors, cell-based, luminescence, uHTS, HEK293 (AID 1566) | inhibition, % at 4 µM, or EC50 in µM where a hit was titrated | 0.63% of 290,000 active | HEK293 NOD2/NF-kB luciferase reporter, luminescence; higher % means a stronger effect; note: many of its hits are not listed in these tables
MgcRacGAP inhibition – MgcRacGAP GTPase-activating activity inhibitors, confirmation, biochemical, ADP Hunter fluorescence | MgcRacGAP-stimulated Rac1 GTP hydrolysis, ADP Hunter fluorescence; higher % means a stronger effect; GST-tagged Rac1 F28L mutant substrate | 0.6% of 340,000 active | AID 624330 | inhibition, % at 30 µM; hits with a dose series show IC50 in µM;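 active = first-screen hits whose inhibition reached a set limit at any dose in the follow-up dose series; inconclusive = inhibition above the set first-screen limit but never retested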;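 note: fluorescence reports GDP produced by GAP-driven GTP hydrolysis; strong numbers were not always called active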
KOR beta-arrestin-2 – KOR antagonists, beta-arrestin recruitment, cell-based, luminescence, uHTS (AID 1778); KOR beta-arrestin recruitment, luminescence, antagonist mode; higher % means a stronger effect; one-dose inhibition, % at 10 µM; IC50 in µM for titrated hits; 0.091% of 290,000 active; note: strong numbers were not always called active
GPR55 LPI antagonism – inhibition of LPI-stimulated GPR55 beta-arrestin translocation – imaging, U2OS, beta-arrestin-GFP, LPI agonist, primary screen (AID 2013); U2OS GPR55 beta-arrestin-GFP translocation imaging, LPI antagonism; higher % means a stronger effect; inhibition, % at 10 µM, or IC50 in µM where a hit was titrated; 0.13% of 290,000 active;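 active = spots per cell inhibited over 60%, with over 100 cells counted and total cytoplasm intensity under 500,000; inconclusive = wells with under 100 cells, flagged as likely toxic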;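 note: U2OS cells stably carrying GPR55 and arrestin-GFP stimulated by 5 µM LPI near EC80; imaged beta-arrestin-GFP aggregate spots per cell after agonist stimulation; plate controls were LPI-stimulated DMSO wells for no effect and DMSO wells without LPI for full effect; some results filed as inactive read as strong as hits; confirmed hits need IC50 under 10 µM and bright autofluorescent wells are also inconclusive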
Large T inhibition – TAg ATPase/helicase activity blockers – biochemical (AID 1903); SV40 large T antigen ATPase/helicase inhibition assay; higher % means a stronger effect; one-dose inhibition, % at 20 µM; IC50 in µM for titrated hits; 0.39% of 310,000 active; in the data active = a potency from the dose series; inconclusive = inhibition mostly from about 32% at the one dose, without a potency; inactive = the rest, 99 in 100 with inhibition below about 32%; note: strong numbers were not always called active
NOD1 inhibition – inhibition of NOD1-driven NF-kB reporter – cell-based, luminescence, uHTS, primary screen (AID 1578). one-dose inhibition, % at 4 µM; EC50 in µM for titrated hits. NOD1-driven NF-kB luciferase reporter cells, luminescence; higher % means a stronger effect. 1% of 290,000 active; in the data active = inhibition mostly above about 36%, no sharp cut-off; inactive = mostly below about 34%;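 note: HEK-293T reporter cells stimulated with the NOD1 agonist gamma-tri-DAP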
HIV fusion peptide – inhibitors of HIV fusion peptide binding, primary screen, biochemical, uHTS, fluorescence dequenching (AID 1986); cell-free peptide binding, fluorescence dequenching, 30 min; higher % means a stronger effect; inhibition, % at 20 µM; hits with a dose series show IC50 in µM; 0.3% of 290,000 active; in the data active = inhibition mostly above about 52%, no sharp cut-off; inactive = mostly below about 76%; note: some results filed as inactive read as strong as hits
GPR55 beta-arrestin – selective activators of receptor GPR55 – imaging, U2OS cells, beta-arrestin-GFP redistribution, primary screen (AID 1961) | activation, % at 10 µM, or EC50 in µM where a hit was titrated | 0.048% of 290,000 active | U2OS GPR55 beta-arrestin-GFP redistribution imaging; higher % means a stronger effect;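 active = activation above 40% with more than 50 cells counted in the well; inconclusive = wells holding fewer than 50 cells, flagged as toxic or sparse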;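 note: U2OS osteosarcoma cells stably expressing GPR55 and beta-arrestin-GFP; plate controls were DMSO negative control for no effect and LPI positive control for full effect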
Starred values were filed as active, the others as inactive; u = inconclusive; x = no result given; [ ] = another dose, or the depositor's remark. Cut-off read from the data, not from the text of the source, unless noted: active = inhibition above about 50%; inactive = the rest. The list is partial (hit frequency here may not be typical).

SMILES	KOR beta-arrestin-1	HEK293 NOD2/NF-kB	MgcRacGAP inhibition	KOR beta-arrestin-2	GPR55 LPI antagonism	Large T inhibition	NOD1 inhibition	HIV fusion peptide	GPR55 beta-arrestin
Cc1ccc(-c2nnc3c4ccccc4c(C)nn23)cc1S(=O)(=O)N1CCN(CCO)CC1	-0.3%	-10%	-1%	31%	4%	6%	-24%	-2.0%	0.2%
CCOc1ccc(S(=O)(=O)NCc2ccc3c(c2)OCO3)cc1C	-0.2%	-11%	8%	18%	13%	4%	-8%	-1.1%	-0.2%
COc1ccc(C2=NN(C(=O)c3cccnc3)C(c3ccccc3)C2)cc1 (configuration not stated)	-4.3%	8%	3%	17%	1%	1%	-22%	-3.3%	-0.1%
O=C1CCCN1c1ccc(S(=O)(=O)N2CCN(c3ccccc3)CC2)cc1	-1.9%	16%	4%	-7%[20 µM]	4%	7%	2%	-0.8%	0.5%
Cc1ccc(C(=O)O)cc1S(=O)(=O)N1CCOCC1	-2.6%	-2%	-3%	9%	0%	11%	-28%	-0.3%	-0.1%
CC(=O)c1ccc(NC(=S)Nc2ccc(N3CCOCC3)cc2)cc1	-6.0%	11%	u	-8%	-10%	2%	-50%	-1.4%	0.6%
CCNc1nnc(-c2ccncc2)s1	4.3%	8%	1%	27%	4%	23%	5%	-2.1%	-0.1%
Cc1occc1C(=O)N/N=C/C=C\c1ccccc1[N+](=O)[O-]	-2.1%	10%	x	0%	7%	26%	-39%	-2.2%	0.2%
Cc1cc(C)n(-c2nc(N(C)C)nc(N3CCOCC3)n2)n1	-1.9%	10%	3%	23%	-9%	-2%	3%	-1.4%	-0.2%
CCN(C(=O)COc1cc(=O)n(C)c2ccccc12)c1cccc(Cl)c1	-0.1%	21%	6%	-24%	28%	1%	6%	-3.3%	0.2%
Cc1cc(OC(=O)c2cccc([N+](=O)[O-])c2)c(C)cc1CN1CCOCC1	1.5%	5%	4%	-17%	1%	-2%	16%	-0.3%	-0.1%
Cc1ccc(/C=C2/C(=N)N3N=C(CC(=O)N4CCCC4)SC3=NC2=O)cc1	1.5%	18%	1%	12%	15%	30%	-20%	4.8%	-0.1%
Cc1cc2oc(=O)cc(CN(C)Cc3cccc(F)c3)c2cc1Cl	-3.5%	-18%	8%	3%	9%	0%	-10%	-0.6%	0.0%
CN(c1ccccc1)S(=O)(=O)c1cccc(C(=O)OCC(=O)NCc2ccco2)c1	2.2%	-6%	6%	-50%	-5%	4%	2%	0.0%	0.3%
Cc1ccc(Nc2nnc(SCc3nc4ccccc4c(=O)[nH]3)s2)cc1	-5.9%	-8%	7%	-36%[20 µM]	-1%	9%	-16%	-1.0%	-0.1%
COc1ccc(/C=N/NC(=O)C(N)=O)c(OC)c1OC	10%	12%	5%	-2%	-6%	3%	-28%	4.4%	0.7%
CCOC(=O)CS(=O)(=O)c1ccccc1	11%	-18%	4%	-27%	14%	14%	-9%	2.0%	-0.1%
COc1nc(-c2ccc(Cl)cc2Cl)nc2ccccc12	-0.9%	8%	10%	19%	15%	25%	-20%	-0.2%	0.2%
Cc1ccc2nc(Nc3ncc4c(n3)CC(C)(C)CC4=O)nc(C)c2c1	x	12%	7%	-63%[20 µM]	-6%	25%	16%	0.5%	0.2%
O=C(NCc1ccc(F)cc1)c1cc(-c2cccs2)on1	2.7%	-9%	-9%	-17%	7%	-1%	-90%	-2.4%	-0.1%
COc1cc(OC)c2ccc(=O)oc2c1C(CC(=O)N1CCN(c2ccccc2)CC1)c1ccc2c(c1)OCO2 (configuration not stated)	0.3%	6%	4%	19%	4%	14%	0%	3.0%	0.7%
NC(=O)c1ccccc1NC(=O)c1ccccc1S(=O)(=O)c1ccccc1[N+](=O)[O-]	2.4%	5%	-3%	11%	16%	16%	-18%	-0.3%	1.0%
CCOc1ccccc1NC(=O)c1cccc(NC(=O)c2ccco2)c1	1.5%	-4%	10%	-69%	-26%	0%	-8%	0.6%	0.3%
CCC1=C(OC(=O)N(CC)CC)N2C(=O)OC(=NCC3CC3)[C@]2(Cc2ccccc2)[C@H]2C1=CC[C@H]1C(=O)N(c3ccccc3)C(=O)[C@H]12	7.6%	3%	8%	9%	0%	22%	-10%	0.5%	-0.1%
Cc1cc(C)nc(NS(=O)(=O)c2ccc(NC(=O)CSc3nc4ccccc4[nH]3)cc2)n1	1.8%	9%	0%	40%	11%	5%	-21%	2.8%	-0.4%
Clc1ccc(C2=Nn3c(nnc3-c3cc(-c4ccccc4)n[nH]3)SC2)cc1	1.1%	-20%	1%	-40%	1%	-6%	-23%	-2.3%	-0.3%
COc1ccc(C(=O)Nn2cnnc2)c(OC)c1	1.2%	26%	7%	-6%	-14%	17%	0%	-1.1%	0.6%
Nc1nc(-c2ccccc2)[nH]c(=O)c1N=O	7.8%	13%	8%	10%	1%	18%	3%	-4.3%	0.4%
CC(=O)Nc1ccc(S(=O)(=O)N2CCN=C2SCc2ccc(C)cc2)cc1	6.0%	-2%	4%	-4%	-14%	13%	-1%	-2.0%	0.3%
O=C(/C=C/c1cccc(Cl)c1)NCCCN1CCOCC1	-2.6%	-6%	7%	1%	-1%	29%	-39%	-0.9%	-0.2%
CNC(=O)CN1C(=O)c2cccc3cccc1c23	8.3%	-2%	12%	-91%	-13%	18%	-3%	1.4%	0.0%
CC(C)N1C(=O)CCC1C(=O)N1CCN(c2ccc(F)cc2)CC1 (configuration not stated)	-2.4%	0%	3%	18%	-5%	10%	-12%	-2.0%	-0.2%
COc1ccc(N(C)S(=O)(=O)c2ccc(C)cc2)c([N+](=O)[O-])c1	6.0%	-4%	4%	-9%	6%	1%	6%	0.1%	-0.1%
COc1ccc(-c2[nH]ncc2CN(C)CC2CCCCO2)cc1F (configuration not stated)	-1.1%	22%	-9%	4%[20 µM]	3%	14%	-33%	-1.5%	0.0%
Cc1nc2ccccc2c(=O)n1NC(=O)CCC(=O)O	-0.6%	5%	4%	-1%	4%	8%	-14%	-1.4%	-0.2%
O=S(=O)(c1ccc2ccccc2c1)N1CCc2ccccc21	-8.0%	24%	4%	0%[20 µM]	-4%	9%	21%	-0.5%	-0.1%
CCc1ccc(CN2CCCC(C(=O)N3CCCCC3)C2)cc1 (configuration not stated)	3.0%	13%	30%	-19%[20 µM]	12%	2%	-21%	0.2%	-0.4%
CC(=O)Nc1nc2cc3c(cc2s1)OCO3	-5.1%	-47%	4%	17%	8%	6%	-32%	3.0%	0.4%
Cc1cccn2c(=O)c3cc(C(=O)NCC4CCCO4)c(=N)n(C4CCCC4)c3nc12 (configuration not stated)	-4.8%	-6%	11%	-3%	51%	12%	-26%	-1.3%	0.6%
C=CCn1c(COc2ccc(Cl)cc2)nnc1SCC(=O)N/N=C/c1cccc(O)c1	0.2%	20%	10%	-24%	-5%	12%	6%	-2.3%	0.3%
Oc1ccc(CNCC2COc3ccccc3O2)cc1 (configuration not stated)	-0.1%	7%	18%	-17%	1%	0%	-6%	-1.5%	-0.1%
CC(C)(C)c1ccc(/C=C2\SC(=O)N(CCNC(=O)c3cccc(S(=O)(=O)N4CCOCC4)c3)C2=O)cc1	3.8%	-3%	4%	-11%	11%	20%	74%*	0.6%	0.4%
O=C(CSc1nncs1)Nc1nnc(-c2ccccc2)o1	1.3%	10%	6%	-25%	-7%	1%	-28%	0.5%	0.0%
COCCCNC(=S)N/N=C/c1ccc(O)cc1	-5.4%	2%	u	20%	2%	46%	-10%	-0.9%	0.1%
COc1ccc(CCNC(=O)c2cc(-c3cc(C)c(C)cc3O)n[nH]2)cc1OC	-1.1%	16%	5%	-9%	0%	9%	12%	1.3%	-0.3%
O=C(COC(=O)c1ccc2c(c1)OCO2)NCc1ccc(Cl)cc1	12%	16%	5%	2%	2%	6%	-11%	-1.4%	-0.2%
CN(CC(=O)Nc1sccc1C#N)C1CCCCC1	6.1%	11%	5%	-35%	2%	10%	14%	10%	0.2%
OC(COc1cc(Cl)c(Cl)cc1Cl)CN1CCN(c2ncccn2)CC1 (configuration not stated)	-2.6%	1%	5%	-54%	-3%	1%	-8%	-2.2%	0.3%
CC(C)[C@H](NC(=O)OCc1ccccc1)C(=O)OCc1cc(=O)oc2cc(O)ccc12	-5.4%	-14%	3%	-12%	3%	10%	-44%	3.2%	0.6%
COc1ccc(CN2CC(C(N)=O)Oc3ccccc32)cc1F (configuration not stated)	-2.1%	23%	-2%	-7%	10%	8%	19%	1.9%	0.6%
Additional records:
SMILES	KOR beta-arrestin-1	HEK293 NOD2/NF-kB	MgcRacGAP inhibition	KOR beta-arrestin-2	GPR55 LPI antagonism	Large T inhibition	NOD1 inhibition	HIV fusion peptide	GPR55 beta-arrestin
CN1CCN(CC(=O)Nc2cc(N3CCOCC3)ccc2[N+](=O)[O-])CC1	14%	17%	13%	-6%	0%	7%	-17%	-1.6%	-0.2%
CCN1C(=O)c2ccccc2S(=O)c2ccc(C(=O)NCCN(CC(C)C)CC(C)C)cc21 (configuration not stated)	-0.6%	-7%	2%	11%	11%	9%	-9%	0.1%	-0.1%
COc1ccc(CN(CC2CCC(C(=O)O)CC2)C(=S)Nc2ccccc2OC)cc1 (configuration not stated)	2.1%	-1%	1%	-18%	17%	1%	-16%	1.1%	0.0%
CCOC(=O)[C@@H]1[C@H]2COc3cc(OC)ccc3[C@@H]2N2C(=O)N(c3ccc(F)cc3)C(=O)[C@]12C	0.9%	14%	2%	17%[20 µM]	-1%	6%	-19%	0.9%	0.0%
CC(=O)c1cccc(N(C(=O)c2ccccn2)C(C(=O)NC2CCCCC2)c2ccccc2)c1 (configuration not stated)	3.3%	-1%	8%	-23%	-7%	1%	7%	0.2%	-0.1%
CCC(C)NC(=O)COc1ccc(OCc2ccccc2)cc1 (configuration not stated)	-6.5%	6%	12%	12%	15%	9%	-13%	-0.6%	-0.2%
CNC(=O)c1[nH]cnc1C(=O)Nc1ccc(F)cc1	-2.4%	-17%	3%	0%	2%	5%	-1%	1.3%	0.3%
O=C1CCC(C(=O)Nc2ccccc2)N1 (configuration not stated)	-4.8%	9%	8%	7%	1%	3%	-23%	0.9%	-0.3%

Shown bar-delimited: part of the list above.
structure | KOR beta-arrestin-1 | HEK293 NOD2/NF-kB | MgcRacGAP inhibition | KOR beta-arrestin-2 | GPR55 LPI antagonism | Large T inhibition | NOD1 inhibition | HIV fusion peptide | GPR55 beta-arrestin
CCOC(=O)[C@@H]1[C@H]2COc3cc(OC)ccc3[C@@H]2N2C(=O)N(c3ccc(F)cc3)C(=O)[C@]12C | 0.9% | 14% | 2% | 17%[20 µM] | -1% | 6% | -19% | 0.9% | 0.0%
COc1ccc(CN(CC2CCC(C(=O)O)CC2)C(=S)Nc2ccccc2OC)cc1 (configuration not stated) | 2.1% | -1% | 1% | -18% | 17% | 1% | -16% | 1.1% | 0.0%

Screens deposited in PubChem by several laboratories.
